Screens: PubChem, several laboratories
GSH fluor: compound fluoresces at 488/530 nm on GSH beads. GSH beads flow cytometry, compound fluorescence 488/530 nm; active compounds read high. 0.25% of 190,000 active. fluorescence (KMESF) at 10 µM; in the data active = fluorescence above about 89;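 also: glutathione beads carrying GST-tagged Bcl family fusion proteins plus one bare bead set; values are compound well signal with DMSO vehicle wells as background; inactives centre near 16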
Mcl1-Noxa inh: Mcl-1/Noxa interaction inhibition. Q07820. TR-FRET Mcl-1/Noxa peptide binding, 2 h. inhibition, % at 21.7 µM. 1.5% of 220,000 active;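 active = compounds that cut the protein-peptide binding signal by more than 50% relative to plate controls in a single-dose test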;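 also: His-tagged Mcl-1 with rhodamine Noxa BH3 peptide and terbium anti-His antibody; 0% = Mcl-1 plus Noxa peptide wells and 100% = peptide-only wells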
Target sequence (Q07820 whole entry, looked up): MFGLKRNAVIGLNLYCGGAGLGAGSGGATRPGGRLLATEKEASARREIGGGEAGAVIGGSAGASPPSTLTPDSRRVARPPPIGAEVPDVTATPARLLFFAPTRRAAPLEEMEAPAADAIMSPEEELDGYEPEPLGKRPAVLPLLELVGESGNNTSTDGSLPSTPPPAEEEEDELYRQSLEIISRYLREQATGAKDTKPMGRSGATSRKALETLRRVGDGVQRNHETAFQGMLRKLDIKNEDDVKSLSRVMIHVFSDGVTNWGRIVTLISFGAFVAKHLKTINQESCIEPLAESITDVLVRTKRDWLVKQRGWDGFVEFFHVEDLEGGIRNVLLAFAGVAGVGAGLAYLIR
Mcl1 Bid PPI: disrupts binding of human Mcl-1 to Bid peptide | inhibition, % at 21.7 µM | 0.97% of 220,000 active | Q07820 | AID 1021 | TR-FRET Mcl-1/Bid-Dy647 peptide binding, 1536-well;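 active = compounds that cut the binding signal by more than half at the single screening dose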;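 also: His-tagged Mcl-1 with europium anti-His antibody binding Bid BH3 peptide; 0% = Mcl-1 plus peptide wells and 100% = peptide-only wells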
Rab2 wt GTP: changes GTP binding to wildtype dog Rab2A, up or down; GST-Rab2 wt beads, Bodipy-GTP binding, flow cytometry; GTP binding activity, % at 10 µM; 0.19% of 190,000 active;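 active = GTP binding activity at least 20 points away from 100%, either lowered or raised; inconclusive = signal likely due to the compound's own green fluorescence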;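 also: 0% = beads with excess unlabeled GTP and 100% = no-compound control corrected for plate trend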
Pf gametocyte: inhibitors of late stage P. falciparum gametocyte viability | P. falciparum stage V gametocytes, ATP luminescence, 24 h | inhibition, % at 10.9 µM | 0.065% of 150,000 active;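 active = inhibition above the mean plus 3 SD of compounds within the control limits, set per campaign, cut at about 38% in these data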;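 also: 0% = DMSO wells and 100% = medium only without gametocytes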
Avidin bead fluor: compound fluoresces at 488/530 nm on avidin beads; compound fluorescence 488/530 nm, flow cytometry; active compounds read high; fluorescence (KMESF) at 10 µM; 0.38% of 220,000 active; AID 1775; in the data active = fluorescence above about 47; also: inactives centre near 10
Rac1 act GTP bind: human Rac1 activated mutant GTP binding change; AID 764; 0.11% of 190,000 active; GST-Rac1 activated beads, fluorescent GTP binding, flow cytometry; actives lie on both sides; 100% means binding = to untreated wells; P63000; percent activity (GTP binding), % at 10 µM;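 active = GTP binding at least 20 percentage points away from the 100% baseline, in either direction, so actives lie on both sides; inconclusive = Compound likely fluorescent itself, or too few beads counted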
Cdc42 wt: modulators (inhibitors or activators) of GTP binding to human Cdc42 wildtype | percent activity (GTP binding), % at 10 µM | 0.2% of 190,000 active | GST-Cdc42 beads, Bodipy-GTP binding, flow cytometry; actives lie on both sides | P60953 | AID 761;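 active = percent activity GTP binding at least 20 points away from the 100% baseline, either down as inhibitor or up as activator; inconclusive = compound flagged as likely green fluorescent from well-wide comparison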;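 also: median bead fluorescence of bound Bodipy-FL-GTP at 100 nM; 0% = excess unlabeled GTP control and 100% = no compound control; below 100% means less GTP binding so inhibitor and above means activator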
Target sequence (P60953 whole entry, looked up): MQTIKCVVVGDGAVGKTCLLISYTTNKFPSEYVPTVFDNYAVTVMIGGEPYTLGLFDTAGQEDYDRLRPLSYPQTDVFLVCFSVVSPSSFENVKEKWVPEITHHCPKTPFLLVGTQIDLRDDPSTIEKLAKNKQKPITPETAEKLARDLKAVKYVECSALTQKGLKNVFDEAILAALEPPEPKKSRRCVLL
HRas wt GTP bind: changes GTP binding to wildtype human HRas; P01112; GST-Ras wt beads, Bodipy-FL-GTP binding, flow cytometry; actives lie on both sides; GTP binding activity, % at 10 µM; 0.14% of 190,000 active;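 active = GTP binding activity at least 20% away from the 100% baseline, either lowered as inhibitor or raised as activator; inconclusive = flagged as likely green fluorescent, judged across all proteins in the well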;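 also: 0% = unlabeled GTP competition control and 100% = no-compound control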
Target sequence (P01112 whole entry, looked up): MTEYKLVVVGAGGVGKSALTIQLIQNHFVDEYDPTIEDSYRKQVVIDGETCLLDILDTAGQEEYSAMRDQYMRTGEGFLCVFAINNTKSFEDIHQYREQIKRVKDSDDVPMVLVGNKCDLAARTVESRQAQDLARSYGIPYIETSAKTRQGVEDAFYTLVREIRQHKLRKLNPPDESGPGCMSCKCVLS
Rac1 wt modul: alters GTP binding to wildtype human Rac1. GTP binding activity (% of control), % at 10 µM. 0.27% of 190,000 active. GST-Rac1 beads, fluorescent GTP binding, flow cytometry; actives lie on both sides; 0 = cold GTP competed, 100 = untreated. P63000;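 active = GTP binding activity at least 20 points away from the 100% control level, either lower or higher; inconclusive = compound flagged as likely green fluorescent, judged across all proteins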
Rab7 wt modul: dog Rab7 wildtype GTP binding, inhibitors and activators; GTP binding activity (percent of control), % at 10 µM; AID 758; GST-Rab7 beads, fluorescent GTP binding, flow cytometry; actives lie on both sides; untreated = 100%, excess cold GTP = 0%; 0.055% of 190,000 active;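 active = fluorescent GTP binding to Rab7 beads changed by at least 20 points from the 100% baseline, either direction, mostly lower; inconclusive = compound itself probably fluorescent, or too few beads counted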;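 also: median green fluorescence of bound Bodipy-FL-GTP per Rab7 bead population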
An asterisk follows results filed as active; ? = inconclusive; nt = not tested or not shown.

Results follow in this order: GSH fluor, Mcl1-Noxa inh, Mcl1 Bid PPI, Rab2 wt GTP, Pf gametocyte, Avidin bead fluor, Rac1 act GTP bind, Cdc42 wt, HRas wt GTP bind, Rac1 wt modul, Rab7 wt modul
- O=C(CN1CCC(O)CC1)N1c2ccccc2C=Cc2ccccc21
 : 47, 34, -21, 96, -13, 6, 95, 96, 98, 101, 95
- CC(C)(C)n1cnc2cc(NC(=O)c3cccs3)ccc21
 : 20, -8, -5, 99, 17, 13, 97, 101, 98, 101, 101
- O=C(c1ccc(O)cc1)c1ccc(C(=O)O)c(C(=O)O)c1
 : 39, 28, 16, 96, -21, 9, 95, 96, 97, 95, 96
- O=[N+]([O-])c1cccc(/C=N/Nc2nc(N3CCCCC3)nc(N3CCCCC3)n2)c1
 : 12, 3, -1, 97, -8, 10, 96, 98, 97, 99, 97
- CCOCCCNc1nc2c(c(=O)n(C)c(=O)n2C)n1CCCc1ccccc1
 : 27, 7, -31, 97, nt, 15, 96, 99, 98, 94, 99
- CCCn1c(=O)[nH]c(=O)c2c(C(F)(F)F)cc(-c3ccc(C)cc3)nc21
 : 74, 9, 30, 98, -24, 14, 97, 100, 98, 99, 97
- O=C(c1ccccc1)N(NC(=O)C(O)(c1ccccc1)c1ccccc1)c1cccc(F)c1
 : 12, 15, 4, 99, 4, 13, 95, 98, 99, 101, 99
- NS(=O)(=O)c1ccc(-n2ncc3c(=O)[nH]c(SCC(=O)Nc4nccs4)nc32)cc1
 : 13, -2, -6, 101, nt, 6, 97, 101, 101, 102, 102
- CN(C)CCn1c(=O)n(Cc2ccco2)c(=O)c2c3c(sc21)CCCCC3
 : 13, 22, -20, 93, 5, 40, 93, 96, 95, 94, 97
- NNC(=O)c1sc2cc(C(F)(F)F)cnc2c1-c1cccs1
 : 11, 5, -19, 100, -4, 3, 97, 99, 97, 104, 99

Next section:
Results follow in this order: GSH fluor, Mcl1-Noxa inh, Mcl1 Bid PPI, Rab2 wt GTP, Pf gametocyte, Avidin bead fluor, Rac1 act GTP bind, Cdc42 wt, HRas wt GTP bind, Rac1 wt modul, Rab7 wt modul
- CCOC(=O)C(C)Sc1nnc(-c2c[nH]c3ccccc23)n1C (stereo not given)
 : 23, 9, -25, 98, nt, 3, 97, 99, 99, 102, 94
- O=c1[nH]c2cccnc2n(CCNc2ncc(C(F)(F)F)cc2Cl)c1=O
 : 11, -4, -19, 98, 11, 11, 97, 98, 97, 98, 97
- O=C(c1cc(-c2ccccn2)nc2ccc(Cl)cc12)N1CCN(CCc2ccccc2)CC1
 : 17, 10, -12, 95, 12, 10, 92, 92, 93, 91, 101
- COc1cc(/C=C2\SC(=O)N(CCN)C2=O)ccc1OS(=O)(=O)c1cc(C)ccc1C
 : 16, 6, -21, 104, 3, 8, 102, 100, 100, 103, 96
- CCOc1ccc(NC(=O)CSc2nnc(C)n2Cc2ccccc2)cc1
 : 18, -7, -2, 96, nt, 21, 93, 95, 95, 97, 91
- C=CCn1c(SCC(=O)O)nc2sc(CC)cc2c1=O
 : 15, 1, 1, 98, nt, 9, 96, 99, 100, 100, 107
- CC(=O)Nc1ccc(NC(=O)Cc2ccc(S(=O)(=O)N3CCCCC3)s2)cc1
 : 32, 38, -7, 98, 1, 10, 99, 100, 100, 102, 103
- CCOC(=O)Cn1nc(C)c(NC(=O)c2cccc([N+](=O)[O-])c2)c1C
 : 15, 4, -13, 96, -2, 43, 95, 93, 96, 92, 100
- CC(C)C(=O)Nc1cccc(C(=O)Nc2ccc3c(c2)OCO3)c1
 : 43, 2, -15, 105, 9, 11, 101, 107, 105, 106, 99
- C=CCNC(=O)/C(C#N)=C/c1ccccc1OCc1ccc(C(=O)OC)cc1
 : 12, 9, 8, 98, 8, 13, 96, 98, 97, 101, 97

Next part.
Results follow in this order: GSH fluor, Mcl1-Noxa inh, Mcl1 Bid PPI, Rab2 wt GTP, Pf gametocyte, Avidin bead fluor, Rac1 act GTP bind, Cdc42 wt, HRas wt GTP bind, Rac1 wt modul, Rab7 wt modul
- Cc1cc(C=C2C(=O)c3ccccc3C2=O)c(C)n1-c1cccc(C(=O)O)c1
 : 7, 31, -44, 92, 2, 26, 91, 90, 92, 93, 98
- CN1/C(=C/C=C(C#N)C#N)C(C)(C)c2ccccc21
 : 13, 20, -19, 93, -6, 10, 91, 92, 94, 94, 97
- O=S(=O)(Cc1cc(-c2ccc(Cl)cc2)no1)c1ccccc1
 : 36, -5, -9, 98, -29, 11, 100, 100, 100, 105, 99
- Cc1ccc(C)c(NC(=O)c2sc(Cl)nc2-c2ccccc2)c1
 : 16, -14, -29, 101, nt, 6, 101, 103, 103, 104, 102
- CCN(CC)S(=O)(=O)c1ccc(C(=O)NC(C)(C)C)cc1
 : 22, 18, -8, ?, -10, 11, ?, ?, ?, ?, ?
- N#Cc1cc(Sc2ccccn2)c([N+](=O)[O-])cc1C#N
 : 10, 29, -26, 97, -15, 9, 97, 100, 98, 100, 96
- COc1ccc(CC(=O)OCC(=O)N2N=C(c3ccccc3)CC2c2ccc(OC)cc2)cc1 (stereo not given)
 : 20, 3, 4, 97, 12, 7, 97, 97, 100, 102, 95
- CCOc1ccc(-n2c(COc3ccc(C)cc3)nnc2SCC(N)=O)cc1
 : 11, -1, -11, 96, nt, 15, 95, 96, 96, 94, 96
- CC(C)(C)NC(=O)Nc1ccccc1C(N)=O
 : 11, 20, -11, 104, nt, 10, 104, 107, 103, 112, 101
- Cc1cc(C)n(CC(=O)N/N=C/c2ccc([N+](=O)[O-])s2)n1
 : 20, -15, -17, 97, -2, 25, 99, 99, 98, 101, 96

(more compounds)
Results follow in this order: GSH fluor, Mcl1-Noxa inh, Mcl1 Bid PPI, Rab2 wt GTP, Pf gametocyte, Avidin bead fluor, Rac1 act GTP bind, Cdc42 wt, HRas wt GTP bind, Rac1 wt modul, Rab7 wt modul
- COc1ccc(/C(O)=C2/C(=O)C(=O)N(CC3CCCO3)C2c2ccc(O)c(OC)c2)cc1 (stereo not given)
 : 9, 24, -30, 99, -33, 27, 96, 94, 98, 100, 104
- CC1(C)NC(=O)N(CCCOc2ccccc2Br)C1=O
 : 11, 4, -7, 102, 5, 21, 97, 106, 104, 105, 100
- CC(=O)Nc1ccc(N2C(C(C)=O)=NN(c3ccccc3)C2c2cccs2)cc1 (stereo not given)
 : 17, 5, -23, 103, nt, 35, 105, 103, 103, 113, 108
- O=c1c2c(nc3c(-c4cccc5ccccc45)c[nH]n13)CCC2
 : 12, 5, -41, 98, -9, 9, 100, 100, 100, 107, 100
- CCOC(=O)c1c(-c2ccc(C)s2)csc1NC(=O)c1cccs1
 : 19, -9, -12, 105, -2, 9, 100, 107, 105, 103, 102
- Cc1nc(CCNC(=O)COc2ccccc2)cs1
 : 23, 6, 14, 101, nt, 7, 103, 101, 102, 107, 102
- CCCCNc1nc(CC(C)=O)ns1
 : 28, 2, -14, 100, -20, 33, 99, 103, 98, 102, 94
- Cc1cccc(N2CCN(C(=O)Cc3c(C(=O)O)[nH]c4ccc(Cl)cc34)CC2)c1C
 : 25, 12, -3, 94, -21, 5, 95, 95, 95, 95, 96
- Clc1ccc(-c2csc3ncnc(N4CCc5ccccc5C4)c23)cc1
 : 8, -9, 47, 97, -19, 16, 98, 95, 99, 103, 93
- COc1cc(N=c2ssnc2Cl)c(OC)cc1Cl
 : 9, 11, -32, 102, -1, 5, 101, 102, 102, 105, 100

Later entries.
Results follow in this order: GSH fluor, Mcl1-Noxa inh, Mcl1 Bid PPI, Rab2 wt GTP, Pf gametocyte, Avidin bead fluor, Rac1 act GTP bind, Cdc42 wt, HRas wt GTP bind, Rac1 wt modul, Rab7 wt modul
- O=C(N/N=C/c1ccc2c(c1)OCO2)c1cc(-c2ccccc2)nc2ccccc12
 : 8, 4, -4, 98, -5, 9, 100, 103, 99, 103, 98
- COc1ccc(NC(=S)N(Cc2cccnc2)Cc2ccco2)cc1
 : 10, 12, -24, 98, 15, 11, 93, 93, 99, 93, 104
- CCN1CCN(C(=O)c2cc3nc(-c4ccccc4)cc(C(F)(F)F)n3n2)CC1
 : 38, -2, -6, 98, nt, 13, 93, 98, 100, 98, 99
- CCOC(=O)c1cn(Cc2c(C)c(C)c(C)c(C)c2C)nn1
 : 7, 17, -12, 96, -14, 2, 99, 98, 97, 103, 103
- CSCc1nc2scc(-c3ccccc3)c2c(=O)[nH]1
 : 14, 10, 8, 96, 0, 10, 95, 95, 94, 94, 92
- O=C(CCC(=O)c1cccs1)NCc1ccncc1
 : 12, -14, -30, 100, -14, 9, 95, 94, 98, 98, 102
- CCOc1cc(/C=N/NC(=O)c2ccncc2)cc(Cl)c1OS(C)(=O)=O
 : 10, -8, -24, 99, 0, 7, 98, 93, 100, 95, 100
- Cc1ccc(NC(=O)c2ccoc2C)cc1C
 : 5, 9, -30, 100, nt, 1, 100, 102, 103, 106, 99
- COc1ccc(CNC(=O)C(=O)NCC2CCCO2)cc1 (stereo not given)
 : 21, 6, -17, 103, 5, 29, 101, 103, 103, 108, 104
- Nc1c(NCc2ccccc2)c(=O)[nH]c(=O)n1Cc1ccccc1
 : 19, 11, -55, 98, nt, 33, 98, 100, 99, 99, 100

(cont.)
Results follow in this order: GSH fluor, Mcl1-Noxa inh, Mcl1 Bid PPI, Rab2 wt GTP, Pf gametocyte, Avidin bead fluor, Rac1 act GTP bind, Cdc42 wt, HRas wt GTP bind, Rac1 wt modul, Rab7 wt modul
- CSc1ccc(/C=C(\C#N)C(=O)NC2CCCCC2C)cc1 (stereo not given)
 : 22, 10, 7, 100, -1, 11, 100, 100, 101, 100, 93
- CCOC(=O)N1CCN(CC(=O)c2c(C)[nH]c3ccccc23)CC1
 : 13, -10, -35, 98, nt, 6, 98, 97, 99, 104, 100
- COCCNC(=O)CSc1nc2cc3c(cc2c(=O)n1CCCC(=O)NCc1ccc(OC)cc1)OCO3
 : 20, 0, 11, 98, 15, 11, 96, 100, 100, 107, 98
- Cc1nc2scc(-c3ccc(Cl)cc3)c2c(=O)n1N
 : 13, 5, -8, 100, -5, 8, 99, 97, 98, 106, 107
- O=C(Nc1ccccc1)C1CCCN1/C=C/C(=O)C(F)(F)F (stereo not given)
 : 9, 14, -5, 100, 19, 25, 95, 99, 100, 103, 106
- O=C(Oc1c(Br)cc(Br)c2cccnc12)N1CCCCC1
 : 11, 3, -6, ?, 12, 12, ?, ?, ?, ?, ?
